GPR55 LPI antagonism: inhibition of LPI-stimulated GPR55 beta-arrestin translocation – imaging, U2OS, beta-arrestin-GFP, LPI agonist, primary screen (AID 2013); U2OS GPR55 beta-arrestin-GFP translocation imaging, LPI antagonism; higher % means a stronger effect; inhibition, % at 10 µM, or IC50 in µM where a hit was titrated; actives 0.13% (n = 290,000);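 active = spots per cell inhibited over 60%, with over 100 cells counted and total cytoplasm intensity under 500,000; inconclusive = wells with under 100 cells, flagged as likely toxic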;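 note: U2OS cells stably carrying GPR55 and arrestin-GFP stimulated by 5 µM LPI near EC80; imaged beta-arrestin-GFP aggregate spots per cell after agonist stimulation; plate controls were LPI-stimulated DMSO wells for no effect and DMSO wells without LPI for full effect; some results filed as inactive read as strong as hits; confirmed hits need IC50 under 10 µM and bright autofluorescent wells are also inconclusive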
West Nile virus CPE: inhibition of WNV-induced cytopathic effect – cell-based, CPE readout (AID 1621) | West Nile virus-infected cells, CPE inhibition; higher % means a stronger effect | one-dose CPE inhibition, % at 10 µM; IC50 in µM for titrated hits | actives 0.02% (n = 290,000); in the data active = a potency from the dose series; inconclusive = CPE inhibition mostly from about 3.7% at the one dose, without a potency; inactive = the rest, 99 in 100 with CPE inhibition below about 2.2%; note: strong numbers were not always called active
KOR beta-arrestin-1: KOR antagonists, beta-arrestin recruitment, cell-based, luminescence, uHTS (AID 1778). KOR beta-arrestin recruitment, luminescence, antagonist mode; higher % means a stronger effect. inhibition, % at 10 µM; hits with a dose series show IC50 in µM. actives 0.091% (n = 290,000); in the data active = inhibition above about 50%; note: strong numbers were not always called active
KOR beta-arrestin-2: KOR agonists, beta-arrestin recruitment, primary screen, cell-based, luminescence, uHTS (AID 1777); actives 0.02% (n = 280,000); activation, % at 10 µM; hits with a dose series show EC50 in µM; KOR beta-arrestin recruitment, luminescence; higher % means a stronger effect; in the data active = activation above about 50%, passing the limit was not always enough; note: a part of the inactive calls stands beside numbers as strong as those of hits
GPR55 activation: GPR55 agonists via beta-arrestin recruitment, primary screen, imaging, U2OS cells, beta-arrestin-GFP redistribution (AID 1961). U2OS GPR55 beta-arrestin-GFP redistribution imaging; higher % means a stronger effect. one-dose activation, % at 10 µM; EC50 in µM for titrated hits. actives 0.048% (n = 290,000);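 active = activation above 40% with more than 50 cells counted in the well; inconclusive = wells holding fewer than 50 cells, flagged as toxic or sparse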;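 note: U2OS osteosarcoma cells stably expressing GPR55 and beta-arrestin-GFP; plate controls were DMSO negative control for no effect and LPI positive control for full effect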
NTR1 agonist: NTR1-driven beta-arrestin-GFP spot formation – imaging, U2OS cells, high content, primary screen (AID 493036); actives 0.17% (n = 330,000); activation, % at 20 µM; agonist mode;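 active = activation at or above 40% of the spot to cytoplasm intensity ratio, with at least 20 cells analyzed; inconclusive = wells under 20 cells, flagged as cytotoxic or low count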;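 note: 0% = DMSO without peptide and 100% = 100 nM NTR1 peptide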
Target sequence (P30989 whole entry, looked up): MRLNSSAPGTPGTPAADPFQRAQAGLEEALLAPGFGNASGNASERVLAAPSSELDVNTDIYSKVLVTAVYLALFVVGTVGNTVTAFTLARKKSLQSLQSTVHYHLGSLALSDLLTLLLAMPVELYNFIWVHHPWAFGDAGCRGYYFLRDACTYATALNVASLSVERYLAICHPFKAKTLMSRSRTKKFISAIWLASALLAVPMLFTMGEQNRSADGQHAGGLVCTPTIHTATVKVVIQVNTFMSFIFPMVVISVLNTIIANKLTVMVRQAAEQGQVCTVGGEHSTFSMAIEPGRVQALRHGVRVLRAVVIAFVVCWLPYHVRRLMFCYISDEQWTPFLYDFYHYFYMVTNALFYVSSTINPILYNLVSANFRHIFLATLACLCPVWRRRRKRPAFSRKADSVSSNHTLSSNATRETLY
T cell modulator: T cell immune modulation candidate; 2C CD8+ T cell-vesicle binding, flow cytometry; hits give low values; calls only at 7 µM; actives 0.068% (n = 330,000); AID 2052;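 active = response, share of CD8 T cells binding vesicles, and their 90th percentile fluorescence all below set limits, cut at about 80% in these data, passing the limit was not always enough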
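Incubation: binding step 1.5 h, 37 °C, antibody labelling 20 min, ice; system: murine 2C transgenic CD8+ T lymphocytes; technique: cytometric PE anti-B7-1 and Alexa647 anti-CD8 signals after 1% paraformaldehyde fixation; also added: QL9-charged Drosophila Ld/ICAM-1/B7-1 vesicles; control set: naked versus QL9-loaded vesicles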
GPR35 antagonists: GPR35 antagonists blocking zaprinast-driven arrestin recruitment, primary screen, imaging, U2OS, beta-arrestin-GFP, zaprinast agonist (AID 2058) | U2OS GPR35 beta-arrestin-GFP translocation imaging, zaprinast antagonism; higher % means a stronger effect | one-dose inhibition, % at 10 µM; IC50 in µM for titrated hits | actives 0.052% (n = 290,000);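 active = inhibition of at least 50% with at least 30 cells and total cytoplasm GFP at most 10,000,000; inconclusive = under 30 cells or total GFP of 10,000,000 plus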
PhoP inhibition: PhoP-dependent GFP reporter repression – Salmonella Typhimurium, primary screen (AID 1863); S. Typhimurium PhoP-regulated promoter GFP reporter, 4 h; higher % means a stronger effect; inhibition, % at 50 µM, or IC50 in µM where a hit was titrated; actives 0.16% (n = 300,000);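 active = inhibition over 29.93%, a cutoff 3 SD above the screen mean, later confirmed by dose response; inconclusive = inhibition over 29.93% but no dose response follow-up; inactive = inhibition at most 29.93% or unconfirmed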;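 note: 0% = low Mg2+ inducing control and 100% = high Mg2+ repressing control; strong numbers were not always called active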
T cell modulator vesicle-bound %: also measured in T cell modulator; calls as there; double positive events, %; measured here: CD8+ vesicle-bound cell fraction;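 binding gate set so that unloaded-vesicle control wells show 10% double positive cells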
NTR1 agonist cell count 20 µM: also measured in NTR1 agonist; calls as there; cell count; measured here: cell count, cytotoxicity flag
The depositor's hits bear a star; i = inactive; ? = inconclusive; · = not tested or not shown; [ ] = remark or other dose.

SMILES	GPR55 LPI antagonism	West Nile virus CPE	KOR beta-arrestin-1	KOR beta-arrestin-2	GPR55 activation	NTR1 agonist	NTR1 agonist cell count 20 µM	T cell modulator	T cell modulator vesicle-bound %	GPR35 antagonists	PhoP inhibition
O=C(CCc1c[nH]c2ccccc12)Nc1ncccc1O	-4%	-0.2%	13%	-2.7%	0.3%	0.2	62	i	9	1%	0%
COc1ccc(-c2nc(CS(=O)(=O)CC(=O)NCCCN3CCOCC3)c(C)o2)cc1	3%	1.2%	-2%	-2.7%	-0.2%	0.8	67	i	2	-6%	2%
CCN(CC)Cc1c(C(=O)N/N=C/c2ccc(OCc3ccccc3C)cc2)nnn1-c1nonc1N	-22%	0.8%	-15%	3.3%	-0.2%	1.7	75	i	19	7%	4%
CCOc1cc(/C=N/NC(=O)c2cc(-c3cccnc3)nc3ccccc23)ccc1O	-13%	-0.1%	16%	0.2%	-0.6%	-0.9	64	i	51	10%	-5%
COc1ccc(-c2cc3c(=O)n(CC(=O)NC4CCN(Cc5ccccc5)CC4)ncn3n2)cc1	-4%	-0.2%	25%	-1.5%	0.2%	0.6	36	i	59	20%	-2%
Cc1c(NS(=O)(=O)c2ccc(Br)s2)c(=O)n(-c2ccccc2)n1C	-11%	0.2%	-55%	1.4%	-0.2%	-0.6	31	i	40	1%	-6%
COc1ccc(CCNc2nc(-c3ccc(F)cc3)c(CC(=O)O)s2)cc1OC	-1%	-0.2%	-18%	0.6%	-0.1%	1.1	33	i	39	4%	5%
OCCC1CN(C2CSCCSC2)CCN1Cc1ccccc1 (centres undefined)	10%	0.1%	-12%	-1.8%	0.0%	-1.3	51	i	40	6%	1%
NC(=NCCc1c[nH]c2ccccc12)NS(=O)(=O)c1cc(F)ccc1F	6%	-0.4%	-18%	7.8%	0.2%	1.4	44	i	33	-8%	10%
CC(=O)c1cccc(NC(=O)N2CCC(NC(=O)c3ccco3)CC2)c1	-8%	0.0%	-4%	2.8%	-0.2%	0.7	60	i	43	-17%	4%
CCc1noc(C)c1C(=O)NC1CCCc2c1cnn2-c1ccc(C(C)(C)C)cc1 (centres undefined)	-1%	-0.9%	-24%	-0.2%	-0.1%	0.8	65	i	4	4%	-4%
COc1cc(CNc2ccc(N3CCCCC3)cc2)ccc1OCC(=O)NC(C)(C)C	-1%	-1.6%	-7%	-0.1%	0.2%	5.7	65	i	57	-14%	-9%
CCc1nnc(SCC(=O)NC2CC2)n1CC	4%	0.1%	-14%	2.0%	-0.1%	0.5	50	i	11	-3%	1%
O=C(Nc1ccc(N2CCOCC2)c(S(=O)(=O)Nc2ccc(Cl)cc2)c1)c1cnccn1	0%	-0.4%	3%	1.8%	0.1%	-0.6	40	i	58	-5%	2%
Cc1cc(NCCNC2=CC(=O)CCC2)nc2ccccc12	-6%	0.0%	11%	-6.4%	0.2%	-1.1	20	i	18	-5%	-3%
COC(=O)CSc1nnnn1-c1ccccc1	1%	0.3%	7%	5.0%	0.6%	0.5	55	i	30	8%	-3%
COc1cccc(C2C(C(N)=O)=C(C)Nc3nc(CCCO)nn32)c1 (centres undefined)	1%	0.0%	-45%	4.9%	-0.1%	0.7	53	i	12	23%	-2%
CCC(Sc1nc2cc3c(cc2c(=O)n1Cc1ccco1)OCO3)C(=O)NCCOC (centres undefined)	17%	0.4%	-17%	6.2%	-0.2%	5.1	67	i	16	-3%	-12%
CN(C)C(=O)CSc1nc2ccccc2c(=O)[nH]1	-8%	-0.1%	-100%	9.1%	-0.1%	0.2	63	i	10	4%	-9%
CCOC(=O)Cn1cnc2c(nnn2-c2ccc(C)cc2)c1=O	-6%	0.1%	-10%	4.8%	0.3%	1.9	60	i	25	-11%	8%
O=C(CN(C(=O)CCC(=O)Nc1ccccn1)C1CCCC1)NCc1ccccc1	12%	-0.6%	-1%	-2.0%	-0.2%	-0.1	61	i	26	20%	-1%
CCOc1ccc(OCC)c(NC(=O)CCNS(=O)(=O)c2cc(Br)cnc2N)c1	-2%	-0.3%	-7%	2.9%	-0.1%	-0.7	54	i	4	1%	-6%
COc1cccc(Nc2c([N+](=O)[O-])cncc2[N+](=O)[O-])c1	0%	-0.7%	-67%[20 µM]	1.6%	0.3%	1.0	70	i	37	6%	8%
COc1cccc(C2C3=C(CC(C)(C)CC3=O)Nc3cc4c(cc32)OCO4)c1 (centres undefined)	-5%	?	-17%	4.1%	-0.2%	5.2	59	i	60	-2%	0%
COc1ccccc1CNC(=O)CN(CCc1ccccc1)S(C)(=O)=O	-2%	0.3%	-10%	-3.4%	0.3%	-1.0	25	i	34	10%	7%

In another format: entries from further up
Structure | GPR55 LPI antagonism | West Nile virus CPE | KOR beta-arrestin-1 | KOR beta-arrestin-2 | GPR55 activation | NTR1 agonist | NTR1 agonist cell count 20 µM | T cell modulator | T cell modulator vesicle-bound % | GPR35 antagonists | PhoP inhibition
O=C(Nc1ccc(N2CCOCC2)c(S(=O)(=O)Nc2ccc(Cl)cc2)c1)c1cnccn1 | 0% | -0.4% | 3% | 1.8% | 0.1% | -0.6 | 40 | i | 58 | -5% | 2%
Cc1cc(NCCNC2=CC(=O)CCC2)nc2ccccc12 | -6% | 0.0% | 11% | -6.4% | 0.2% | -1.1 | 20 | i | 18 | -5% | -3%
COC(=O)CSc1nnnn1-c1ccccc1 | 1% | 0.3% | 7% | 5.0% | 0.6% | 0.5 | 55 | i | 30 | 8% | -3%

(next part)
SMILES	GPR55 LPI antagonism	West Nile virus CPE	KOR beta-arrestin-1	KOR beta-arrestin-2	GPR55 activation	NTR1 agonist	NTR1 agonist cell count 20 µM	T cell modulator	T cell modulator vesicle-bound %	GPR35 antagonists	PhoP inhibition
N#Cc1c2c(c(Nc3ccccc3)n3c1nc1ccccc13)CCC2	22%	-0.3%	-28%	-1.1%	0.1%	9.3	34	i	36	0%	15%
O=C1Nc2ccccc2C1(O)c1ccccc1O (centres undefined)	3%	0.2%	-1%	3.7%	-0.1%	-1.6	120	i	4	4%	10%
O=C1CC(N2CCN(Cc3ccc4c(c3)OCO4)CC2)C(=O)N1CCc1ccccc1 (centres undefined)	5%	-1.3%	6%	0.5%	-0.1%	2.5	67	i	12	3%	7%
c1ccc(Cn2ncc3c(N4CCOCC4)ncnc32)cc1	2%	0.4%	-28%	2.3%	-0.1%	2.2	34	i	14	-6%	3%
O=C(c1ccc2c(c1)OCCO2)C1CCN(S(=O)(=O)c2ccc(F)cc2)CC1	7%	0.3%	-40%	7.0%	-0.1%	3.7	52	i	25	17%	0%
Cc1ccc(C)c(NC(=O)C2(C)CC3c4ccccc4C2c2ccccc23)c1 (centres undefined)	2%	1.3%	-30%	7.2%	-0.1%	-0.7	36	i	37	14%	-4%
CCCC1(c2ccccc2)NC(=O)N(CC(=O)NCc2ccc(C)cc2)C1=O (centres undefined)	2%	-0.9%	-5%	-1.2%	-0.1%	-1.7	43	i	27	-8%	9%
C/C(=N\NC(=O)Cn1ccc(C(F)(F)F)n1)c1ccco1	12%	-0.3%	-28%	8.5%	-0.4%	0.1	88	i	62	-5%	9%
Cn1cc(C(=O)CCl)c2ccccc21	6%	0.2%	-12%[20 µM]	·	0.2%	·	·	·	·	36%	-7%
O=C(c1ccccc1)c1ccc(O)cc1O	16%	0.0%	-32%	-5.3%	-0.6%	-1.6	54	i	48	3%	-56%
COc1ccc(Cl)cc1N(C(=O)c1ccco1)C(C(=O)NC1CCCC1)c1ccncc1 (centres undefined)	2%	-0.6%	32%	-0.1%	0.5%	1.0	47	i	15	-4%	-4%
COc1cccc(-c2nc(CS(=O)(=O)CC(=O)Nc3ccccc3C)c(C)o2)c1	-14%	0.0%	-3%	-2.3%	0.3%	0.8	66	i	8	6%	-6%
CCCCC(O)(c1ccc(OC)cc1)C(CN1CCOCC1)c1ccccc1 (centres undefined)	2%	-1.9%	21%	-4.3%	0.0%	5.5	83	i	32	-8%	-4%
CC(=O)c1ccc(NC(=O)CC2S/C(=N/N=C3CCCCCC3)NC2=O)cc1 (centres undefined)	0%	-0.1%	-6%	1.6%	0.6%	0.5	68	·	·	1%	·
C[C@H](NC(=O)C1CCN(S(=O)(=O)c2ccccc2)CC1)C(=O)NCc1ccc(Cl)cc1Cl	6%	0.4%	-6%	-1.6%	-0.1%	0.1	71	i	10	-6%	3%
O=C(C[n+]1cc(-c2ccc(Cl)cc2)n2c1CCC2)Nc1nc(-c2ccc(F)cc2)cs1	41%	0.3%	29%	-1.2%	-0.1%	2.5	57	i	53	8%	74µM*
O=C(Cc1ccccc1)NCC(=O)N1CCC1	1%	0.6%	-22%	-0.8%	-0.2%	-1.1	37	i	7	-8%	-5%
CCOC(=O)c1ccc(NC(=O)C(=O)NCC2(c3ccc(OC)cc3)CCOCC2)cc1	4%	-0.4%	-28%	5.9%	0.0%	1.0	54	i	12	-15%	-7%
COC(=O)C[C@H]1c2cc(C(F)(F)F)ccc2S(=O)(=O)N1Cc1ccc(OC)cc1	·	-0.9%	·	·	·	-5.8	98	i	20	·	1%
Oc1ccccc1Oc1ncc(Br)c(N2CCOCC2)n1	-6%	0.2%	-3%	-5.4%	0.3%	-0.7	41	i	28	15%	7%
O=C(NCCCN1CCCCC1)C1CCCN(c2ncnc3c2nc2n3CCCCC2)C1 (centres undefined)	7%	0.2%	9%	-4.8%	0.2%	1.0	46	i	15	-4%	-3%
Cc1cccc(NC(=S)NCC23C=CC(O2)C2C(=O)N(c4ccc(Cl)cc4)C(=O)C23)c1 (centres undefined)	3%	-1.4%	9%	4.0%	0.5%	2.9	44	i	53	-21%	0%
CC(c1ccccc1F)n1cc(C(=O)NCCCn2ccnc2)nn1 (centres undefined)	-12%	-0.2%	-18%	0.5%	-0.3%	0.4	49	i	64	1%	3%
Cc1ccc(NCN2C(=O)C3C4CCC(C4)C3C2=O)cc1 (centres undefined)	-6%	0.1%	-30%	0.1%	0.0%	0.0	94	i	35	3%	-6%
COc1ccc(N(CC(=O)NCc2ccc(F)cc2)C(=O)CCC(=O)Nc2ccccn2)cc1	-2%	-0.4%	-19%	1.2%	0.1%	-0.4	58	i	43	0%	-1%
CCOC(=O)NCC(C#CCN(CC)CC)N(CC)CC (centres undefined)	9%	-0.3%	2%	-2.1%	0.1%	0.8	60	i	18	5%	4%

From PubChem BioAssay
